KCNQ2 inh = KCNQ2 potassium channel inhibitors, primary screen, cell-based, CHO-K1, FluxOR thallium flux, B-score (AID 2156); 20 min; hits give low values; B-score at 10 µM; 310,000 compounds, 1.1% hits;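 active means fluorescence ratio B-score at most minus 3 library SDs, with starting brightness B-score within 2 library SDs, cut at about -5.5 in these data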
Target sequence (O88943 whole entry, looked up): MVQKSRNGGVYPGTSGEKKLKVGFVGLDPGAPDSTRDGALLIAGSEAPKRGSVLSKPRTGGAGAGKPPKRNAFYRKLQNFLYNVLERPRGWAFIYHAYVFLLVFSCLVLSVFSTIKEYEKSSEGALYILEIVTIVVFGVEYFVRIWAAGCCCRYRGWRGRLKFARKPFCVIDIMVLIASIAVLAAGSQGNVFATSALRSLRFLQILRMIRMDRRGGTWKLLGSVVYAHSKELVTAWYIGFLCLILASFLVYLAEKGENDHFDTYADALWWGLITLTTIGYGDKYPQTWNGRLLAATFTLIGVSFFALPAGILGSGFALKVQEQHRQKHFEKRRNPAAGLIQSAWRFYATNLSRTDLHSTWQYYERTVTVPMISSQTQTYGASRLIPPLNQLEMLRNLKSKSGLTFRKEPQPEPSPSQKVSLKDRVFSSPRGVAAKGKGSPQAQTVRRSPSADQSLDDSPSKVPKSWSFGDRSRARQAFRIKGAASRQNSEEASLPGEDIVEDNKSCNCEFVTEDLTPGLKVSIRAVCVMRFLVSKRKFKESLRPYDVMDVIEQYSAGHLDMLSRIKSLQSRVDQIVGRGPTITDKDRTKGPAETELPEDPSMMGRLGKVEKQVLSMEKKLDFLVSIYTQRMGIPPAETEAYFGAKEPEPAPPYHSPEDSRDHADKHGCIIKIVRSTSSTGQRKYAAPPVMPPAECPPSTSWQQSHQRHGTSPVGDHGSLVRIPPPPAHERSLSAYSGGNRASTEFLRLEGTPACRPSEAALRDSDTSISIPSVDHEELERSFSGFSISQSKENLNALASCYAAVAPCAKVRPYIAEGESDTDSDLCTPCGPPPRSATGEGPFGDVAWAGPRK
STK33 kinase inh = inhibitors of purified STK33 kinase, primary screen, biochemical, ADP-Glo luminescence, homogeneous, cell-free; Serine/threonine-protein kinase 33 (Homo sapiens), Q9BYT3; MBP phosphorylation; inhibition, % at 10 µM; 320,000 compounds, 0.073% hits; AID 2661, 2010;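 active means inhibition at or above 25%, using the most active replicate where run in duplicate; inactive means inhibition below 25%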
Kir21 inh = inhibitors of mouse Kir2.1 inward-rectifier potassium channel; B-score at 10 µM; 310,000 compounds, 0.85% hits; HEK293-Kir2.1, FluxOR thallium flux fluorescence; hits give low values; Inward rectifier potassium channel 2 (Mus musculus), P35561;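 active means fluorescence ratio B-score at or below minus 3 SD of library scores, with starting-brightness B-score within 2 SD, cut at about -4.2 in these data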;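 further: channel flux triggered by added potassium and thallium sulfate stimulus; B-score of peak minus minimum fluorescence over baseline after thallium stimulus; more negative B-score means stronger Kir2.1 block with less thallium influx; some compounds called inactive have numbers as strong as hits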
Active calls of the source: *; i = inactive; . = no result given; & = joins results of further samples. No enrichment for hits; 1.9% or so of the library scored in one or more.

SMILES	KCNQ2 inh	STK33 kinase inh	Kir21 inh
COc1ccc(NC(=O)C(NC(=O)OC(C)(C)C)C(C)OCc2ccccc2)cc1 (stereo not given)	i	-0.1	0.33
CSCCC(NC(=O)/C(=C\c1ccco1)NC(=O)c1ccco1)C(=O)O (stereo not given)	i	-1.0	-2.7
COc1cccc(/C=C2\CC(C)Cc3c2nc2ccccc2c3C(=O)O)c1OC (stereo not given)	i	0.1	0.2
COc1ccccc1C(=O)Nc1cc(C)c(OCC(=O)N2CCOCC2)c(C)c1	i	-0.9	0.61
O=C(c1cc2c(s1)-c1ccccc1OC2)N1CCN(c2ccccc2)CC1	i	-1.1	-0.32
CCCOc1ccc(CCC(=O)N/N=C/c2ccc([N+](=O)[O-])o2)cc1	i	0.5	0.74
O=C(O)C1C2CCC(C2)C1C(=O)NCCC1=CCCCC1 (stereo not given)	i	-0.3	1.2
CCN(CC)S(=O)(=O)c1cccc(NC(=O)COc2ccc(C#N)cc2OC)c1	i	2.5	0.09
CCCC(c1nnnn1CC(=O)OCC)N(Cc1cc2ccc(C)cc2[nH]c1=O)C1CCCC1 (stereo not given)	i	2.1	-0.26
CN(C1CCCCC1)S(=O)(=O)c1ccc(NC(=S)NC(=O)c2cccs2)cc1	i	-1.8	1.6
CCC(=O)NS(=O)(=O)c1ccc(N=NN2CCCCC2)cc1	i	-0.7	-0.01
Cc1ccc(C)c(S(=O)(=O)N2CCCC2CNC(=O)C(=O)NCCc2ccccc2)c1 (stereo not given)	i	-2.9	-1.5
C=CCNc1cnn(-c2ccc(C)cc2)c(=O)c1Sc1ccc(C)cc1	i	-0.4	0
COC(=O)Nc1nnc(-c2ccccc2Cl)s1	i	-1.1	0.07
CN(C)c1nc2c(c(=O)[nH]c(=O)n2C)n1Cc1ccccc1Br	i	-0.5	1.1
COC(=O)C1=C(C)N(CC2CCCO2)C(=O)C1 (stereo not given)	i	-0.2	0.01
CC(=O)N(C)c1ccc(N=Cc2c(O)ccc3ccccc23)cc1	i	62*	-0.16
Cc1ccc(CC(NC(=O)c2ccccc2)C(=O)NCC(=O)O)cc1 (stereo not given)	i	-0.5	0.12
Cc1cccc(NC(=O)C(=O)NCc2ccc3c(c2)OCO3)c1C	i	-0.3	0.33
CCCCCCCCCCSc1n[nH]c(NC(C)=O)n1	i	-0.9	0

A different layout for some results above:
Below each SMILES: KCNQ2 inh | STK33 kinase inh | Kir21 inh
CN(C)c1nc2c(c(=O)[nH]c(=O)n2C)n1Cc1ccccc1Br
  i | -0.5 | 1.1
COC(=O)C1=C(C)N(CC2CCCO2)C(=O)C1 (stereo not given)
  i | -0.2 | 0.01

Complete entries as entered above. Values in the order: KCNQ2 inh | STK33 kinase inh | Kir21 inh
CCC(=O)NS(=O)(=O)c1ccc(N=NN2CCCCC2)cc1 across the screens: i | -0.7 | -0.01
COc1ccccc1C(=O)Nc1cc(C)c(OCC(=O)N2CCOCC2)c(C)c1 across the screens: i | -0.9 | 0.61
CCCOc1ccc(CCC(=O)N/N=C/c2ccc([N+](=O)[O-])o2)cc1 across the screens: i | 0.5 | 0.74
O=C(O)C1C2CCC(C2)C1C(=O)NCCC1=CCCCC1 (stereo not given) across the screens: i | -0.3 | 1.2

Continuation.
SMILES	KCNQ2 inh	STK33 kinase inh	Kir21 inh
COCCCNC(=O)c1ccc(N2CCCC2)c(NS(=O)(=O)c2ccc(C)cc2)c1	i	-1.2	0.04
O=C(O)CCC(=O)c1ccc2c(c1)OCCO2	i	-0.9	-0.35
CC(=O)N1N=C(c2cccc(Br)c2)OC12CCCC2	i	-1.1	1.8
CC(=O)Nc1sc2c(c1C(=O)N1CCOCC1)CCCCC2	i	-1.2	0.12
O=c1n(-c2ccccc2)c(=O)n2n1CCC2	i	-1.0	1.1
CCn1c(SCC(=O)Nc2oc(-c3ccccc3)c(-c3ccccc3)c2C#N)nnc1-c1cc(OC)cc(OC)c1	i	.	-0.36
O=C(CC1OC(=O)c2ccccc21)NCC1COc2ccccc2O1 (stereo not given)	i	-0.2	-0.02
CCCCNC(=O)CSc1nc2cc3c(cc2c(=O)n1CCC(=O)NCCc1ccc(OC)c(OC)c1)OCO3	i	0.1	-0.43
COc1ccccc1NC(=O)CCSc1nnc(-c2ccco2)o1	i	0.1	-0.15
O=C(O)c1cccc(NC(=S)NC(=O)c2ccncc2)c1	i	-0.2	-0.39
COCCNC(=O)CN(CCc1ccccc1)S(=O)(=O)c1ccc(OC)cc1	i	-0.1	0.15
CCn1cc(CNCc2ccc(OCC(O)CN(C)Cc3ccccc3)cc2)cn1 (stereo not given)	i	-1.7	-1.4
COc1cccc(NC(=O)CN(C)CC(=O)Nc2cccc(C(F)(F)F)c2)c1	i	1.8	0.43
Cc1nc2ccc(C(=O)Nc3ccccc3Cl)cc2s1	i	0.0	0.81
Cc1c(Cl)cccc1N(CC(=O)N1CCCCCC1)S(C)(=O)=O	i	0.7	2.3
O=C(c1ccc2c(c1)OCO2)C1CCCN(C(=O)Nc2ccc(F)cc2F)C1 (stereo not given)	i	-2.0	1.3
CCOC(=O)C(NCCc1ccc(F)cc1)(NC(=O)CC)C(F)(F)F (stereo not given)	i	0.2	1.1
CCOC(=O)C(C)C1(O)c2ccccc2-c2ncccc21 (stereo not given)	i	0.1	-0.46
O=C(N/N=C/c1cccs1)C(=O)Nc1cccc(Cl)c1	i	0.3	-0.13
CC(CC(F)(F)F)N1CCC(n2nccc2NC(=O)CCCc2ccccc2)CC1 (stereo not given)	i	-2.7	-1.7

Shown as a hit in STK33 kinase inh, of those listed so far:
SMILES	KCNQ2 inh	STK33 kinase inh	Kir21 inh
CC(=O)N(C)c1ccc(N=Cc2c(O)ccc3ccccc23)cc1	i	62*	-0.16

Some of the entries so far, with values under each structure:
Each structure is followed by: KCNQ2 inh | STK33 kinase inh | Kir21 inh
CC(=O)N1N=C(c2cccc(Br)c2)OC12CCCC2
 : i | -1.1 | 1.8
CC(=O)Nc1sc2c(c1C(=O)N1CCOCC1)CCCCC2
 : i | -1.2 | 0.12

(next part)
SMILES	KCNQ2 inh	STK33 kinase inh	Kir21 inh
CC(NC(=O)Cc1ccsc1)c1ccc(S(N)(=O)=O)cc1 (stereo not given)	i	0.0	0.78
CN1CCN(C(=O)CSc2nc(-c3cccs3)ccc2C#N)CC1	i	-1.9	0.14
COc1ccccc1N1C(=O)c2ccccc2NC1c1ccc(O)cc1 (stereo not given)	i	0.0	0.63
O=C(Nc1ccccn1)c1ccc(S(=O)(=O)N2CCCCCC2)cc1	i	0.7	-0.36
O=C(CSc1ncnc2scc(-c3ccc(F)cc3)c12)c1ccc2c(c1)OCCO2	i	-1.6	-0.94
Cc1cccnc1NC(=O)c1ccc(S(=O)(=O)N2CCCCC2)cc1	i	-0.1	-0.14
C[C@H](CCC(=O)NCC(=O)O)[C@H]1CC[C@H]2[C@@H]3[C@H](O)C[C@@H]4C[C@H](O)CC[C@]4(C)[C@H]3C[C@H](O)[C@]12C	i	-1.3&-2.8&-2.1	0.03&1.4
CCOc1cccc2cc(C(=O)Nc3ccccc3-c3ccccc3)c(=O)oc12	i	5.1	0.54
CCOC(=O)CSc1nc2c(sc(=S)n2-c2ccc(CC)cc2)c(=O)[nH]1	i	-1.6	0.67
O=C(CSc1nc2scc(-c3ccccc3)c2c(=O)[nH]1)N1CCOCC1	i	-4.4	-1
COc1ccc(S(=O)(=O)NCC2CCCN(C(=O)CNC(C)=O)C2)cc1 (stereo not given)	i	2.0	1.5
Cc1ccc(N=Cc2c(O)n(-c3ccc4c(c3)OCO4)c(=O)c3ccccc23)cc1	i	0.5	2.2
CCCc1[nH][nH]c(=O)c1C(c1ccc(Cl)cc1)C(C#N)C#N (stereo not given)	i	-0.7	-1.1
O=c1[nH]cnc2c1nc(NCc1ccccc1)n2C1O[C@@H](CO)[C@H](O)[C@@H]1O (stereo not given in full)	i	-0.7	-0.47
O=C(Nc1ccccc1Br)c1cccc2ccccc12	i	-1.4	0.4
C#CCOC(=O)CCCC(=O)NCCCCCCCC	i	-0.5	0.16
COc1cc2ccccc2cc1C(=O)Nc1ccc(C)cn1	i	-4.1	-0.43
COc1ccc(N(CC(=O)NCc2ccccc2OC)S(=O)(=O)c2ccccc2)cc1	i	-2.0	0.6
CC1(C)CC(=O)C=C(NC2CCCCC2)C1	i	-2.3	0.02
COC(=O)C(CC(C(=O)OC)C(=O)OC)C(=O)OC	i	0.3	1.3
Cc1c(CCC(=O)N[C@@H](C)C(=O)O)c(=O)oc2c(C)c3oc4c(c3cc12)CCCC4	i	0.5	1.3
CCOc1cc(N2CCOCC2)c(OCC)cc1NC(=O)c1ccc(S(=O)(=O)N(C)C)cc1	i	1.5	-0.05
O=c1c2ccccc2[nH]c2ccc(O)cc12	i	8.1	-1.7
Cc1ccccc1OCCCC(=O)Nc1ccc(Br)cc1	i	-0.5	2.7
N=c1n(CCO)c2ccccc2n1CCOc1ccc(Cl)cc1Cl	i	-1.1	-4.4*
CN(c1ccccc1C(=O)Nc1ccc(S(=O)(=O)N2CCCCC2)cc1)S(C)(=O)=O	i	-1.1	1.4
CCc1cccc(C)c1N=Cc1c(O)c2ccccc2oc1=O	i	0.0	0.54
C=CCOc1ccc(C=Nc2ccc(C)c(Cl)c2)c(O)c1	i	-0.3	0.86
CN1CCN(c2ccc(Cl)cc2NC(=O)/C=C/c2cccc(F)c2)CC1	-6.5*	-0.2	-1.7
CC1Oc2ccccc2N(CC(=O)NC2CCCC2)C1=O (stereo not given)	i	-0.9	-2
COC(=O)c1cc(/C=C/c2ccccc2)on1	i	-3.4	-2.1
O=C(NCC(c1cccnc1)N1CCN(c2ccccc2)CC1)C1CCCCC1 (stereo not given)	i	0.3	-0.07
O=C(N/N=C/c1c[nH]c2ccccc12)c1ccc([N+](=O)[O-])cc1Cl	i	1.0	-0.02
COc1ccccc1N1CCN(Cc2cn[nH]c2-c2ccc(F)cc2)CC1	i	-1.2	1.8
CC(=O)C(C)Oc1ccc2c3c(c(=O)oc2c1)CCCCC3 (stereo not given)	i	-0.3	-0.27
COCCCN(CC(=O)O)S(=O)(=O)c1ccccc1	i	4.1	-0.54
CCOc1ccc(C(CC(=O)O)NC(=O)Cc2ccc(Cl)cc2)cc1 (stereo not given)	i	-2.3	2.1
NC(=O)c1ccccc1NC(=O)c1cccc(C(=O)Nc2ccccc2C(N)=O)n1	i	-1.4	1.4
CC12CC3CC(C)(C1)CC(CN)(C3)C2	i	-2.4	-0.57
Nc1c(C(=O)Nc2ccc3c(c2)OCCO3)nnn1Cc1cccc(Cl)c1	i	-0.7	-0.85
COc1ccc(OC)c(N(CC(=O)N2CCCC2)S(=O)(=O)c2ccccc2)c1	i	0.0	-0.72
CCOC(=O)CSc1nnc(NC(=O)CN2CCCCC2)s1	i	-1.1	-0.49
O=C(O)CC(c1ccc(Cl)cc1)n1cccc1 (stereo not given)	i	1.2	0.97
O=C(COC(=O)C1CC(=O)N(Cc2ccco2)C1)c1ccc(OC(=O)c2ccccc2)cc1 (stereo not given)	i	-1.6	-6.2*
CCOc1ccc(-c2cc(C(=O)NN3CCN(C)CC3)c3cc(Cl)ccc3n2)cc1	i	-1.2	0.13
CCOc1ccc2oc(C(=O)Nc3ccc4c(c3)OCO4)c(C)c2c1	i	-0.8	1.6
CCOC(=O)c1cc(-c2cccnc2)nn1-c1ccccc1	i	-1.6	1.6
O=C(NCc1ccccc1)C(=O)NCC1OCCN1C(=O)c1cccs1 (stereo not given)	i	-1.4	-1.2
CC(=O)Oc1ccc(-c2nc3ccccc3c(=O)o2)cc1	i	-0.8	0
CC(/C=C/c1cccc([N+](=O)[O-])c1)=N\NC(=O)c1ccncc1	i	0.5	-0.01
CC1SCC(=O)N(CC(=O)NC2CCCCC2)C1=O (stereo not given)	i	.	0.43
O=C(CCN1C(=O)c2ccccc2C1=O)N(CCO)Cc1ccccc1	i	.	0.24
CCc1cccc(N=c2c([N+](=O)[O-])nn(-c3ccc(Cl)cc3)n2O)c1	i	0.4	-1.6
Cc1sc2ncnc(N3CCC(C(=O)NNC(=O)c4ccc(F)cc4)CC3)c2c1C	i	1.8	0.05
O=C(CCN1C(=O)COc2ccccc21)NCCCN1CCN(c2ccc(F)cc2)CC1	i	-1.0	0.13
CN(CC(=O)Nc1ccccc1C(F)(F)F)C(=O)CC1OC(=O)c2ccccc21 (stereo not given)	i	-1.2	-0.75
COc1ccc(C(=O)Nc2ccc(OCc3ccccc3)cc2)cc1[N+](=O)[O-]	i	-0.7	1.5
CC(C)(C)OC(=O)N1Cc2cc3ccccc3nc2C1CO (stereo not given)	i	-0.4	1.6
Cc1ccc(O)c(C=Nc2cc(C)ccc2O)c1	i	.	0.69
CCCCSc1nnc(-c2ccc(C)cc2)n1C	i	-3.2	-0.74
Next section
SMILES	KCNQ2 inh	STK33 kinase inh	Kir21 inh
O=C(O)Cn1cnc2c(oc3ccccc32)c1=O	i	0.2	-0.23
C=CCc1cc(OC)ccc1OCCN(C)Cc1ccccc1	i	0.1	-1.7
CCc1cc2c(NCCO)ncnc2s1	i	0.7	-0.53
CCN1CCN(C2=C(NS(=O)(=O)c3ccccc3)C(=O)c3ccccc3C2=O)CC1	i	-0.1	0.59
COc1cccc(C(=O)NC(C)C(c2cccs2)N2CCN(C)CC2)c1 (stereo not given)	i	.	1.3
CCOC(=O)CC1CCCCN1Cc1nc(-c2ccc(F)c(OC)c2)oc1C (stereo not given)	i	-1.2	-1.4
